Screening results deposited in PubChem BioAssay by National Center for Advancing Translational Sciences (NCATS).
Pf growth 48h – Primary qHTS for delayed death inhibitors of the malarial parasite plastid, 48 hour incubation; P. falciparum luciferase growth in erythrocytes, 48 h; Potency, µM (series often up to 28.7 µM), for inactives: top-dose activity change, negative = inhibition, actives largely listed as inhibitors; 310,000 tested, 5.9% active; AID 504832, 2011; note: potency is the fitted concentration of half-maximal effect; % is set by controls: 0 for no effect and ±100 for the full control effect
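In quantitative HTS format, infected erythrocytes bearing luciferase-reporter parasites were treated for a single generation at 37 C. Luminescence after adding detection reagent served as the growth measure.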
TbPYK inhibitor – qHTS of Trypanosoma Brucei Inhibitors; TbPYK enzyme, Kinase-Glo Plus ATP luminescence, 45 min; Potency, µM (top dose mostly 76.8 µM), for the others: top-dose activity, negative = inhibition, usual class: inhibitors; 410,000 tested, 0.12% active; note: potency is the fitted concentration of half-maximal effect; % is set by controls: 0 for no effect and ±100 for the full control effect; nearly all actives have a fitted effect of over 50% in size
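TbPYK + substrate in 50 mM TEA pH 7.2, 100 mM KCl, 10 mM MgCl2, 0.05% BSA, 0.01% Tween-20; cpd pinned; ADP 130 uM final; 45 min RT; Kinase-Glo Plus 10 min; luminescence endpoint.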
CHX counter – Cycloheximide Counterscreen for Small Molecule Inhibitors of Shiga Toxin; 300,000 tested, 12% active; max response, %; cell reporter, cycloheximide protein synthesis inhibition counterscreen; in the data active = max response mostly above about 13%, no sharp cut-off; inactive = mostly below about 14%; note: read at 38.3 µM for the half of the compounds with a filed dose; 0% is about no effect
LmPK inhibitor – qHTS Assay for Inhibitors of Leishmania Mexicana Pyruvate Kinase (LmPK) | Q27686 | purified LmPK, Kinase-Glo ATP luminescence, 1 h | Potency, µM (series often up to 57.5 µM), inactives show top-dose activity change, negative = inhibition, usual class: inhibitors | 290,000 tested, 0.37% active; note: potency is the fitted concentration of half-maximal effect; % is set by controls: 0 for no effect and ±100 for the full control effect
Target sequence (Q27686 whole entry, looked up): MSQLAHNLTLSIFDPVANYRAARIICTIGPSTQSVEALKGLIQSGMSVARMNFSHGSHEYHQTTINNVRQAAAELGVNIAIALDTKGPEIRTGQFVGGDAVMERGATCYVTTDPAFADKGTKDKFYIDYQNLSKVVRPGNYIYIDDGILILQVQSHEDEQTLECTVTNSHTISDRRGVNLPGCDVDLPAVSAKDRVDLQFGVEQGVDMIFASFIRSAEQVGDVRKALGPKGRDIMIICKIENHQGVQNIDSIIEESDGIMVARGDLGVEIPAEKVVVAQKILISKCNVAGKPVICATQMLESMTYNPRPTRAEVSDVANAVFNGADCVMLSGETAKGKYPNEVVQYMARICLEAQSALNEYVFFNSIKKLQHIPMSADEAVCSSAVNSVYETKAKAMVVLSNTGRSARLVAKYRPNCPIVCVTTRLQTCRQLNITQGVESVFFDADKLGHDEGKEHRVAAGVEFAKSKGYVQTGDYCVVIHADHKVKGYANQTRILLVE
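qHTS format; LmPK 0.1 nM; substrates PEP 0.5 mM and ADP 0.1 mM. One-hour room-temperature incubation, then coupled luciferase luminescence; 0.5 nM enzyme wells mark activation.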
Shiga toxin inh – A qHTS for Small Molecule Inhibitors of Shiga Toxin | inhibition, % at 38.7 µM | Vero cells, Shiga toxin protein synthesis inhibition reporter | AID 2315, 2010 | 290,000 tested, 9.2% active; in the data active = inhibition mostly above about 28%, no sharp cut-off; inactive = mostly below about 43%; note: 0% is about no effect
Pf growth 96h – Primary qHTS for delayed death inhibitors of the malarial parasite plastid, 96 hour incubation | P. falciparum luciferase reporter growth, 96 h | Potency, µM (titrated, usually from 28.7 µM), without a hit: top-dose activity change, negative = inhibition, hits mostly inhibitors | 320,000 tested, 6.9% active | AID 504834, 2011; note: potency is the fitted concentration of half-maximal effect; % is set by controls: 0 for no effect and ±100 for the full control effect
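P. falciparum expressing integrated firefly luciferase, in erythrocytes at 2% hematocrit, 0.05% parasitemia, incubated with compounds 96 h at 37 C, 5% CO2. Growth inhibition read as loss of luminescence; two-generation exposure targets delayed-death apicoplast inhibitors.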
AmpC inh no detg – qHTS Inhibitors of AmpC Beta-Lactamase (assay without detergent); P00811; AmpC nitrocefin hydrolysis, absorbance 480 nm, 0.0001% Triton; Potency, µM (highest dose often 57.1 µM), for inactives: at the highest dose activity change, negative = inhibition, most hits filed as inhibitors; 330,000 tested, 0.52% active;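 note: potency is the fitted concentration of half-maximal effect; plate controls were no compound for no effect and no enzyme for full effect; nearly all actives have a fitted effect of over 20% in size; some results filed as inactive show a strong effect at the top dose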
Target sequence (P00811 whole entry, looked up): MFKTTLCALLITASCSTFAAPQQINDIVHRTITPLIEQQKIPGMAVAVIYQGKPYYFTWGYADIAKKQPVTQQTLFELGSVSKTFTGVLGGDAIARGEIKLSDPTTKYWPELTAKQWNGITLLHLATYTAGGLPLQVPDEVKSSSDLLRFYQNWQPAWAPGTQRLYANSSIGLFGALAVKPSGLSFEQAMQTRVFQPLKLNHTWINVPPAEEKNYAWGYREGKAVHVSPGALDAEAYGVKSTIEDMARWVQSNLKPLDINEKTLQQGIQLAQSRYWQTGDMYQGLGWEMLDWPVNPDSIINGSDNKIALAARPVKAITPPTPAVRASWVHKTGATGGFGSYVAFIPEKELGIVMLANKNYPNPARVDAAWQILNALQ
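20 mM phosphate pH 7.0 + 0.01% (detergent screen) or 0.0001% Triton X-100; 5.3 nM AmpC reagent; cpd preinc 15 min RT; nitrocefin (800 uM stock) to start; A480 q20 s × 4 min; Activity was normalised to no-enzyme and no-compound control wells.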
* hit, by the source's call; u = inconclusive; x = no result given; & = joins results of further samples; [ ] = remark or other dose. Unless noted, calls come from the whole dose curve; as a rule, active = well fitted curve in the direction sought with a large enough effect; inconclusive = small, poorly fitted or top-dose-only effect, or another doubt; inactive = no such curve, though single readings can be large; an effect the other way counts as inactive or inconclusive.

1: COc1cc(CCCN2C(N)=NC[C@@H]2c2ccccc2)cc(OC)c1OC
2: O=C(NC1CCCC1)C(c1cccs1)N(Cc1ccco1)C(=O)Cn1nnc(-c2cccs2)n1 (stereo not given)
3: Cc1ccc2nc(Cl)c(C3CC(c4ccco4)=NN3C(=O)CCCC(=O)O)cc2c1 (stereo not given)
4: CCOC(=O)c1cnc(SCC(=O)Nc2ccc(NC(C)=O)c(OC)c2)nc1N
5: CCOC(=O)C12CNC(=O)C(C(=O)OCC)(CNC1=O)C2
6: CCOc1ccc(/C=N/NC(=O)C(C)Sc2ccccn2)cc1OCC (stereo not given)
7: Cc1ccn2c(NC(=O)c3ccccc3)c(-c3cccs3)nc2c1
8: COc1ccc(Cn2nnnc2C(c2cc(OC)ccc2OC)N2CCC(C(N)=O)CC2)cc1 (stereo not given)
assay / compound	1	2	3	4	5	6	7	8
Pf growth 48h	12µM*	u	-4%	11%	x	u	22%	-10%
TbPYK inhibitor	4%	0%	-23%	-5%	-2%	2%	-16%	3%
CHX counter	-3	1	0	2	-2	-3	12	4
LmPK inhibitor	2%	1%	0%	-3%	-7%	0%	-1%	5%
Shiga toxin inh	-5	-7	10	17	-8	-10	34	9
Pf growth 96h	u	8%	-6%	39%[activator]	x	13%	51%[activator]	u
AmpC inh no detg	-16%	-14%	-22%	-9%	-4%	-23%	-27%	114%[activator]

9: Nc1nnc(CCN2CCCCC2)s1
10: CC(C#N)Sc1ccc(S(=O)(=O)N2CCCCC2)cn1 (stereo not given)
11: CC1CCCC(NC(=O)COC(=O)c2cn(C)c3ccccc23)C1C (stereo not given)
12: Cc1[nH]n(C(N)=S)c(=O)c1N=Nc1ccccc1C(F)(F)F
13: CS(=O)(=O)c1ccc(C(=O)NNC(=O)c2ccccc2-n2cccc2)cc1
14: CCN(CCN1CCCC1)C(=O)C1CCC(=O)N(CCCN2CCOCC2)C1 (stereo not given)
15: COc1ccc(C(=O)/C=C/c2ccc(OC3CSC3)cc2)cc1OC
16: O=C(NCC1CCCO1)c1ccccc1-c1nc(-c2ccc(F)cc2)no1 (stereo not given)
assay / compound	9	10	11	12	13	14	15	16
Pf growth 48h	-6%	-25%	-24%	-11%	7%	9%	u	28%
TbPYK inhibitor	3%	-2%	-8%	0%	0%	0%	-4%	-5%
CHX counter	-5	x	x	20	x	1	4	3
LmPK inhibitor	-6%	x	x	3%	x	-9%	-12%	5%
Shiga toxin inh	-6	x	x	16	x	13	-4	-1
Pf growth 96h	29%	-14%	u	7%	-26%	u	16%	8%
AmpC inh no detg	-16%	-26%	-3%	-21%	-23%	58%	66%[activator]	-3%

17: CCOC(=O)C(CCc1ccccc1)NC(C)C(=O)N1Cc2cc(OC)c(OC)cc2CC1C(=O)O (stereo not given)
18: COc1ccc(C(NC(=O)C2C3C=CC(C3)C2C(=O)O)c2ccccc2)cc1 (stereo not given)
19: CCC1=NN2C(=N)/C(=C/c3ccc(OS(=O)(=O)c4ccccc4)cc3)C(=O)N=C2S1
20: Cc1ccc(S(=O)(=O)N2CCCCC2)cc1NC(=O)CCc1nc2ccccc2c(=O)[nH]1
21: NC(=O)CSc1nc2ccc([N+](=O)[O-])cc2[nH]1
22: CC1CCc2c(sc(NC(=O)c3ccc(-c4ccccc4[N+](=O)[O-])o3)c2C#N)C1 (stereo not given)
23: CC(C)(C)SCCNC(=O)CN(c1ccccc1)S(=O)(=O)c1ccc(F)cc1
24: CC(=O)Nc1ccc(NC(=O)CCSCCc2ccccn2)cc1
assay / compound	17	18	19	20	21	22	23	24
Pf growth 48h	u	3%	u	u	11%	32%[activator]	u	6%
TbPYK inhibitor	2%	-18%	4%	-13%	-5%	13%	1%	2%&10%
CHX counter	-2	-3	12	x	0	12	1	6
LmPK inhibitor	x	8%	-5%	x	3%	1%	8%	-4%
Shiga toxin inh	-5	-10	18	x	-13	22	2	3
Pf growth 96h	12µM*	7%	u	u	-1%	30%[activator]	-9%	5%
AmpC inh no detg	x	-5%	28µM*	-23%	-23%	u	1%	-13%

25: O=C(NC1CCCCC1)C(c1ccc(F)cc1)N(C(=O)c1csnn1)C1CCCC1 (stereo not given)
26: CCN(CC)CCCNC(=O)c1cc2nc3c(c(C(F)(F)F)n2n1)CCc1ccccc1-3
27: O=C(CC1c2ccccc2Oc2ccccc21)N1CCN(c2ccccn2)CC1
28: CCn1c(=O)c2ccccc2n(Cc2cccc([N+](=O)[O-])c2)c1=O
29: CN(CC(=O)Nc1ccccc1)CC(=O)Nc1ccc(F)cc1
30: NC(=O)C1CCN(C(=O)CNC(=O)c2ccc(Br)o2)CC1
31: CCC[C@H]1C(=O)N2C(N(C)C)=Nc3ccc(C)cc3N2C1=O
32: N#CCSc1nc(-c2ccccc2)nc2ccccc12
assay / compound	25	26	27	28	29	30	31	32
Pf growth 48h	u	23%	-16%	6%	17%	-1%	21%[12.8 µM]	27%
TbPYK inhibitor	-2%	1%	0%	-4%	-10%	-1%	0%[33.2 µM]	-13%
CHX counter	-2	-3	-1	0	11	x	x	-1
LmPK inhibitor	17%	2%[11.5 µM]	0%	-7%	6%	x	x	2%
Shiga toxin inh	-6	-15	23	-6	-3	x	x	-23
Pf growth 96h	u	u	1%	4%	37%[activator]	5%	26%[12.8 µM]	u
AmpC inh no detg	38%	-12%	93%[activator]	42%	9%	-2%	x	-19%

33: O=C1C=C(Nc2ccccc2O)c2ccccc2C1=O
34: O=C(CCc1nnc(CCc2ccccc2)o1)NC(c1cccnc1)C(F)(F)F (stereo not given)
35: CN(C)CCNc1c2c(nc3nnnn13)CCCC2
36: Cc1ccc(C(=O)Nc2ccc(Nc3ccccc3)cc2)c(Cl)c1
37: CCc1noc(C)c1C(=O)Nc1cc(C(F)(F)F)ccc1-n1cncn1
38: CCOC(=O)c1c(COC(=O)c2ccco2)nc2ccccc2[n+]1[O-]
39: Cc1ccc(N2C(=O)C3ON(c4ccccc4)C(CC(C)C)C3C2=O)cc1 (stereo not given)
40: O=C(CCS(=O)(=O)c1ccc(F)cc1)Nc1nc(-c2ccncc2)cs1
assay / compound	33	34	35	36	37	38	39	40
Pf growth 48h	10µM*	23%	28%	44%[activator]	u	7%	13%	u
TbPYK inhibitor	4%	-10%	7%	-2%	5%	-5%	-1%	-27%
CHX counter	17*	1	-3	-6	x	8	9.3*	7
LmPK inhibitor	-12%	1%	-3%	-4%	x	-1%	3%	0%
Shiga toxin inh	84*	18	-12	x	x	-7	21	14
Pf growth 96h	9.3µM*	12%	u	u	u	15%	21%	u
AmpC inh no detg	-21%	-3%	-17%	-18%	2%	-18%	-20%	-27%

41: Cc1cc(/C=C(/C#N)C(=O)Nc2ccccc2)c(C)n1-c1cccnc1
42: C/C=C/C=C/C(=O)Nc1cccc(C2=NOC3(C2)C[C@H](C(N)=O)N(C(=O)CC(c2ccccc2)c2ccccc2)C3)c1 (stereo not given in full)
43: CCOC(=O)c1[nH]c(C)c(C(=O)OCC(=O)N(C)C2CCS(=O)(=O)C2)c1C (stereo not given)
44: CCOc1ccc(C(=O)NCCc2ccccc2)cc1
45: CC(OC(=O)CCN1C(=O)C2CC=CCC2C1=O)C(=O)c1ccc(F)cc1 (stereo not given)
46: CCOc1ccc(NC(=O)c2ccccc2CO)cc1
47: Brc1ccc(OCCn2ccnc2)cc1
48: COc1cc2c(cc1OC)C1(CCCC1)CNC2c1ccc([N+](=O)[O-])cc1 (stereo not given)
assay / compound	41	42	43	44	45	46	47	48
Pf growth 48h	80%[activator]	u	7%	x	-24%	x	u	u
TbPYK inhibitor	-7%	x	1%	-1%	3%	-7%	3%	2%
CHX counter	43*	-3	-2	24*	x	31*	-2	0
LmPK inhibitor	-4%	2%	-1%	u	x	-7%	2%	2%
Shiga toxin inh	51	4	21	32	x	39	9	-12
Pf growth 96h	u	u	4%	26%	-1%	x	-21%	u
AmpC inh no detg	-4%	120%[activator]	-3%	-17%	6%	-15%	-15%	21%

49: Cc1[nH][nH]c(=O)c1C(c1ccc(-c2cccc(Cl)c2)o1)c1c(C)[nH][nH]c1=O
50: CC1CCc2c(sc(/N=C/c3ccco3)c2C(N)=O)C1 (stereo not given)
51: COc1ccc(C(=O)C2CCCN(Cc3ccc(C)s3)C2)c(OC)c1 (stereo not given)
52: O=C1C(=O)N2C(=C1C(=O)N1CCCCCC1)c1ccccc1CC21CCCC1
53: S=C(NCCCc1cnc[nH]1)NCCCN(Cc1ccc(Cl)c(Cl)c1)c1ccc(Br)cn1
54: CCC1(CC)NC(=O)N(CC(=O)OC(C)C(=O)Nc2ccccc2OC)C1=O (stereo not given)
assay / compound	49	50	51	52	53	54
Pf growth 48h	65%[activator]	92%[activator]	-14%	-13%	x	-12%
TbPYK inhibitor	u	-6%	-2%	-6%	-13%	3%
CHX counter	-5	38*	-1	-4	-2	x
LmPK inhibitor	3%	-1%	0%	2%	x	x
Shiga toxin inh	6	74*	-1	3	1	x
Pf growth 96h	u	13%	-7%	-7%	x	31%[activator]
AmpC inh no detg	-35%	-34%	13%	-15%	x	-18%
